INS promoter inh: TRM-6 insulin promoter activity inhibition | TRM-6 cells (human fetal islet line), insulin promoter-eGFP reporter, imaging; reporter expression induced with tamoxifen | inhibition, % at 2 µM | actives 0.9% (n = 130,000);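 active = inhibition above the mean plus 3 SD, with well images judged a real hit on visual review, cut at about 60% in these data, passing the limit was not always enough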
sdo1 growth: restores growth of sdo1-depleted yeast | S. cerevisiae sdo1-depleted JHY4D growth rescue, OD600 30 h; stronger effect = higher value; pdr5 snq2 efflux-pump mutant strain | z-score at 10 µM | actives 0.21% (n = 140,000);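 active = z-score above 3 at both the 24 hr and the 30 hr optical density reads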;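 note: z-score against mean and SD of all compound wells on the same plate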
sdo1 growth Rescue 24 h: also measured in sdo1 growth; calls as there; z-score; S. cerevisiae sdo1-depleted JHY4D growth rescue, OD600; measured here: growth rescue at 24 h;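 0 is the plate mean of compound wells and units are plate SD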
Active calls of the source: *; i = inactive; x = no result given. Rows were taken by chance (roughly 0.99% active in at least one column).

INS promoter inh | sdo1 growth | sdo1 growth Rescue 24 h | compound
-93 | -0.17 | 0.53 | CCC1(C)CC(CCNS(=O)(=O)c2ccc(C)cc2)(c2ccc(C)cc2)CCO1 (stereo not drawn)
17 | -0.59 | -0.95 | CCN(CC)S(=O)(=O)c1ccc(OC)c(NS(=O)(=O)c2ccc(F)cc2)c1
-3 | -1.1 | -0.03 | Fc1ccc2c(c1)C(c1ccncc1)=NNC(c1ccc(Br)cc1)=N2
-50 | x | x | COc1ccc(C2=NNC(c3cccnc3)=Nc3ccccc32)cc1
8 | -1.5 | -1.1 | O=C(NCc1cccnc1)c1ccc(COc2cccc3ccccc23)o1
9 | -1.4 | -1.6 | N#Cc1nc(-c2cccs2)oc1NCc1ccc(Cl)cc1
-71 | -2 | -0.2 | Cc1ccc(-n2cc3c(-c4cccc(Br)c4)nnc(C)c3n2)cc1
-64 | 1.1 | 0.26 | COCCNC(=O)CSc1nc2ccccc2c2nc(C)nn12
x | -0.62 | -1.2 | Cc1c(C(=O)NCc2cccnc2)sc2nc(-c3ccc(F)cc3)cn12
x | 0.44 | 0.62 | NS(=O)(=O)c1ccc(-c2ccc(C=NC3CCS(=O)(=O)C3)o2)cc1 (stereo not drawn)

Going on with the list.
INS promoter inh | sdo1 growth | sdo1 growth Rescue 24 h | compound
-14 | -1.5 | -1.6 | CCOC(=O)C1=C(C)NC(=S)N(C(C)=O)C1c1ccc(Cl)cc1 (stereo not drawn)
23 | -1.3 | -0.41 | Cc1ccc2nc(SC(C(=O)Nc3ccc(F)cc3)c3ccccc3)[nH]c2c1 (stereo not drawn)
-30 | -0.07 | -0.03 | CN1c2ccccc2C(C)(C)C12C=Nc1c(cc(N3CCOCC3)c3ccccc13)O2 (stereo not drawn)
-211 | -0.07 | -1.1 | Cc1cccc(NC(=S)NC2CC3CCCC(C2)N3CC(C)C)c1C (stereo not drawn)
-40 | 0.69 | 0.06 | CCOc1ccc(N2C(=O)CC(NCc3ccc(F)cc3)C2=O)cc1 (stereo not drawn)
-27 | x | x | COCCN(C(=S)Nc1ccc(OC)c(Cl)c1)C1CCN(C(C)C)CC1
-7 | 1.3 | 1.6 | Cc1oc2ccc(OCc3ccccc3F)cc2c1C(=O)O
0 | 0.66 | 0.74 | COc1ccc2nc(Nc3nc(-c4cc5ccccc5oc4=O)cs3)sc2c1
x | 0.66 | 0.67 | COc1ccc(C(=O)NC(=O)CSc2nnc(-c3ccco3)n2-c2ccccc2)cc1
-33 | -0.45 | -1 | NC(=O)c1ccc(NC(=O)C2CCCO2)cc1 (stereo not drawn)

The list goes on:
INS promoter inh | sdo1 growth | sdo1 growth Rescue 24 h | compound
-14 | -0.62 | -0.12 | CC1CCN(C(=O)N2c3ccccc3Sc3ccccc32)CC1
94* | x | x | Cc1ccc2[nH]c3c(=O)n(N)c(C)nc3c2c1
-67 | 1.2 | 1.2 | CC(NC(=O)C(C)N1C(=O)C2C3CC(C(Br)C3Br)C2C1=O)c1ccccc1 (stereo not drawn)
-50 | 0.44 | 0.84 | CCN(CC)C(=O)c1c(C)nc2ccccn12
-10 | -0.8 | -0.48 | CCN(CC)S(=O)(=O)c1ccc(N2CCOCC2)c(NC(=O)c2ccc3ccccc3c2)c1
-23 | -0.97 | -1.5 | COc1ccc(N(C(=O)C2CCCCC2)C2C=CS(=O)(=O)C2)c(OC)c1 (stereo not drawn)
25 | -0.17 | -0.52 | COc1cc2c3c(c1)/C(=C1/SC(NC(C)=O)=NC1=O)C(=O)N3C(C)(C)C=C2C
-21 | -1.6 | -1.6 | COC(=O)c1cc(NC(=O)C2COc3ccccc3O2)ccc1Cl (stereo not drawn)
-43 | -0.51 | -1.1 | O=C(NC1(C(=O)NC2CCCCC2)CCCCC1)c1ccccn1
-10 | -0.06 | -0.06 | CC1=C(C(=O)OCc2ccccc2)C(c2ccc(Cl)cc2Cl)NC(=O)N1CCCCCC(=O)O (stereo not drawn)

Additional compounds:
INS promoter inh | sdo1 growth | sdo1 growth Rescue 24 h | compound
12 | 1.2 | 0.91 | COc1ccccc1NC(=O)N(Cc1cc2cc(OC)c(OC)cc2[nH]c1=O)CC1CCCO1 (stereo not drawn)
-46 | -0.79 | -1.3 | Cc1cc(NC(=O)C2C3C=CC(C3)C2C(=O)O)no1 (stereo not drawn)
x | -0.54 | -0.29 | Cc1ccc(-n2ncc3c(=O)n(CC(=O)NCc4ccco4)cnc32)cc1C
x | -0.15 | 1.9 | COc1cc2c(cc1NC(=O)CSc1nnnn1-c1ccccc1)oc1ccccc12
-3 | -2.9 | -1.8 | COc1ccc(/C(N)=N/OC(=O)c2cccc([N+](=O)[O-])c2)cc1
21 | 0.46 | 0.08 | CCCCN(CCCC)CC(O)CN1C(=O)NC(C)(C)C1=O (stereo not drawn)
x | 1.1 | 0.75 | CC(C)(C)c1ccc(C(=O)NNC(=O)C2CCCCC2)cc1
x | -0.4 | -0.7 | CCN(CCCNC(=O)Cn1ncc2c(=O)oc3ccccc3c21)c1cccc(C)c1
-33 | x | x | CCN1C(=O)/C(=C2/Sc3ccc(OC)cc3N2C)SC1=Nc1ccc(C)cc1
18 | x | x | Cc1noc2ncnc(N3CCN(c4ccc(F)cc4)CC3)c12

The results go on.
INS promoter inh | sdo1 growth | sdo1 growth Rescue 24 h | compound
26 | 0.14 | -0.31 | Cc1ccc(N2C(=O)N(CC(=O)NCc3ccc(Cl)cc3)C(=O)C2C)cc1 (stereo not drawn)
44 | -0.4 | -0.63 | CCc1ccc2c(c1)[C@H]1OCC[C@H]1[C@@H](c1cccs1)N2
-29 | x | x | O=C(O)C1CC=CCC1C(=O)NNS(=O)(=O)c1ccccc1 (stereo not drawn)
12 | -0.59 | -0.53 | Cc1cc(Cl)c(S(N)(=O)=O)cc1OCC(N)=O
56 | 0.01 | -0.03 | CC(=O)c1c(C)[nH]c(C(=O)NCc2cccs2)c1C
x | 0.45 | 0.3 | COc1ccc(N2Cc3cccc(C(=O)N4CCOCC4)c3C2=O)cc1
0 | 0.85 | 0.18 | Cc1ccc(S(=O)(=O)N(C)C2(C)CCS(=O)(=O)C2)cc1 (stereo not drawn)
31 | 0.44 | -0.1 | Cc1c(Br)c(C(F)(F)F)nn1CC(=O)NCCN1CCOCC1
27 | 1.1 | 1.8 | c1ccc(Cn2nnnc2CN2CCOCC2)cc1
12 | -0.32 | -0.48 | O=C(c1ccccc1)N1CCN(C(=O)C23CC4CC(CC(C4)C2)C3)CC1

Some of these compounds in order of molecular weight, smallest number first:
INS promoter inh | sdo1 growth | sdo1 growth Rescue 24 h | compound
27 | 1.1 | 1.8 | c1ccc(Cn2nnnc2CN2CCOCC2)cc1
56 | 0.01 | -0.03 | CC(=O)c1c(C)[nH]c(C(=O)NCc2cccs2)c1C
0 | 0.85 | 0.18 | Cc1ccc(S(=O)(=O)N(C)C2(C)CCS(=O)(=O)C2)cc1 (stereo not drawn)
12 | -0.32 | -0.48 | O=C(c1ccccc1)N1CCN(C(=O)C23CC4CC(CC(C4)C2)C3)CC1

New compounds follow
INS promoter inh | sdo1 growth | sdo1 growth Rescue 24 h | compound
x | 0.14 | 0.67 | Cn1c2c(c(=O)n(C)c1=O)CN(CC1CCCO1)CN2 (stereo not drawn)
39 | 0.78 | 0.9 | COCCNC(=O)CN(c1cc(C(F)(F)F)ccc1Cl)S(C)(=O)=O
13 | x | x | CSC1=N/C(=C\c2ccccc2C)C(=O)S1
-29 | 0.39 | -0.12 | COc1cccc(NC(=O)CC(C)=O)c1
-83 | 0.3 | -0.23 | CCc1nnc(NC(=O)Cn2nc(-c3ccc(OC)c(OC)c3)ccc2=O)s1
x | -2.6 | -1.3 | Cc1ccc(-n2nc3c(c2NC(=O)CCC2CCCCC2)CS(=O)C3)cc1 (stereo not drawn)
29 | -0.84 | -1.1 | CC(c1ccccc1)C1CC(=O)N(C2CCCCC2)C1=O (stereo not drawn)
9 | -0.23 | -0.57 | COCCn1nnnc1C(c1ccc(OC)cc1OC)N1CCN(c2ccccc2F)CC1 (stereo not drawn)
2 | -0.07 | -0.15 | COc1ccc(NC(=O)C(Sc2nnc3ccccn23)c2ccccc2)cc1Cl (stereo not drawn)
x | -0.12 | 2.3 | CCOC(=O)c1[nH]c2cc(OC)c(OC)cc2c1NC(=O)c1nonc1C

Later entries
INS promoter inh | sdo1 growth | sdo1 growth Rescue 24 h | compound
x | 1 | 1.6 | Cc1cc(=O)oc2cc(OCC(=O)Nc3nnc(C(C)C)s3)ccc12
x | -1 | -0.99 | COc1c(Cl)cc(-c2noc(C)c2C(=O)NCc2ccccc2)cc1Cl
0 | -0.46 | -1.1 | Cc1[nH]nc2c1C(Cc1ccccc1)C(C#N)=C(N)O2 (stereo not drawn)
x | 1.5 | 1.5 | CN(C)CCCNCC(=O)Nc1ccccc1N1CCOCC1
x | -0.59 | 2.7 | CCOc1ccc(CN2CCC(=O)NC2=O)cc1
0 | -0.01 | -0.66 | CCCSc1nc2c(c(=O)[nH]c(=O)n2C)n1C
57 | x | x | Cc1cc2c3c(c1C)C(=O)C(=O)N3C(C)(C)CC2C (stereo not drawn)
-178 | -0.07 | -0.85 | CCCN1CC=C2C(C#N)=C(N)C(C#N)(C#N)C(c3cc(OC)ccc3OC)C2C1 (stereo not drawn)
x | 0.65 | -0.47 | CCC(C(=O)NNC(=O)c1cnccn1)c1ccccc1 (stereo not drawn)
x | -0.35 | -0.1 | CC(C)N(Cc1nc(-c2ccccc2)no1)S(=O)(=O)c1ccccc1

Brought forward from above: two compounds, then new ones.
INS promoter inh | sdo1 growth | sdo1 growth Rescue 24 h | compound
x | 0.65 | -0.47 | CCC(C(=O)NNC(=O)c1cnccn1)c1ccccc1 (stereo not drawn)
x | -0.35 | -0.1 | CC(C)N(Cc1nc(-c2ccccc2)no1)S(=O)(=O)c1ccccc1
37 | 0.55 | 1.2 | C=CCc1c(C)nc(C)nc1N/N=C/c1ccc([N+](=O)[O-])cc1
x | 0.82 | 0.48 | Nc1sc2c(c1C(=O)NC1CCS(=O)(=O)C1)CCCC2 (stereo not drawn)
11 | -0.42 | 0.44 | CCC(C)N(C(=O)Cn1nnc2ccccc21)C(C(=O)NCc1ccco1)c1cccc(OC)c1 (stereo not drawn)
38 | -0.21 | -0.76 | C/C=C(\C)CN1CCN(c2cccc(C)c2C)CC1
21 | -1.8 | -1.2 | Cn1cc(C(c2ccccn2)c2cn(C)c3ccccc23)c2ccccc21
-6 | 0.09 | 0.58 | CCNc1nc(NCC)nc(C(=O)Nc2ccccc2)n1
-11 | 0.99 | 0.53 | COc1cccc(C(=O)COc2ccc3c(C)c(Cc4ccccc4)c(=O)oc3c2)c1
-18 | 1.6 | 1.4 | Cc1noc(C)c1CSc1nnnn1-c1ccc(Cl)cc1
x | -0.81 | -1.1 | CCn1c(SCC(=O)N2CCCCC2)nc2c(c1=O)SC(C)C2 (stereo not drawn)
x | 0.33 | -1.2 | O=C(CN1CCOCC1)Nc1cc(Cl)ccc1Cl

Seven entries from above, ordered by the number in sdo1 growth Rescue 24 h, ascending:
INS promoter inh | sdo1 growth | sdo1 growth Rescue 24 h | compound
x | 0.33 | -1.2 | O=C(CN1CCOCC1)Nc1cc(Cl)ccc1Cl
x | -0.81 | -1.1 | CCn1c(SCC(=O)N2CCCCC2)nc2c(c1=O)SC(C)C2 (stereo not drawn)
38 | -0.21 | -0.76 | C/C=C(\C)CN1CCN(c2cccc(C)c2C)CC1
11 | -0.42 | 0.44 | CCC(C)N(C(=O)Cn1nnc2ccccc21)C(C(=O)NCc1ccco1)c1cccc(OC)c1 (stereo not drawn)
-11 | 0.99 | 0.53 | COc1cccc(C(=O)COc2ccc3c(C)c(Cc4ccccc4)c(=O)oc3c2)c1
37 | 0.55 | 1.2 | C=CCc1c(C)nc(C)nc1N/N=C/c1ccc([N+](=O)[O-])cc1
-18 | 1.6 | 1.4 | Cc1noc(C)c1CSc1nnnn1-c1ccc(Cl)cc1

(continued)
INS promoter inh | sdo1 growth | sdo1 growth Rescue 24 h | compound
x | 1.6 | 0.55 | CCN(CCCNC(=O)CCNC(=O)Cn1cnc2ccccc2c1=O)c1ccccc1
-26 | x | x | O=C(CSc1nnc(-c2ccco2)c(-c2ccco2)n1)c1ccccc1
29 | x | x | CC(=O)c1sc(N/N=C2\CC3CCC2(C)C3(C)C)nc1C (stereo not drawn)
7 | -0.35 | -0.46 | O=C(Nc1ccccc1C(F)(F)F)c1cc2ncc(CCCl)cn2n1
17 | 0.23 | 0.44 | Cc1ccc(C(=O)NCCSc2snnc2C)cc1
27 | x | x | COc1ccc(Nc2cc(Cl)nc(N)n2)cc1
38 | 0.05 | -0.8 | CCOC(=O)c1c(NC(=O)CCN2CCOCC2)sc2c1CC(C)(C)OC2
-91 | -1.7 | -1.1 | CCOC(=O)Nc1ccc2c(c1)N(C(=O)OC)c1ccccc1CC2
-33 | x | x | CC(C)Oc1ccc(OCCn2c(=S)[nH]c3c(N)ncnc32)cc1
-7 | -0.33 | 0.02 | CCOC(=O)C1=C(C)N=C2SCCC(=O)N2C1c1ccc(C(=O)OC)cc1 (stereo not drawn)

Following part
INS promoter inh | sdo1 growth | sdo1 growth Rescue 24 h | compound
3 | 0.62 | 0.19 | CC1(C)CC(=O)C2=C(C1)Oc1ncn(CCCO)c(=N)c1C2c1ccccc1 (stereo not drawn)
i | 0.54 | 0.72 | CC(=O)Nc1ccc(-n2cnnn2)cc1
-17 | 0.71 | 0.51 | COc1ccc(CCNC2CC(=O)N(CCc3ccccc3)C2=O)cc1 (stereo not drawn)
-36 | x | x | COc1ccc(CC(=O)OCC(=O)Nc2cccc(Br)c2)cc1
38 | 1.1 | 1.5 | Cc1nc2ccc(S(=O)(=O)NCC(=O)O)cc2s1
-9 | -0.84 | -1.4 | Cc1nc(C)c2c(c1C(F)(F)F)-c1ccccc1C2(F)F
-143 | -2.2 | -1.7 | O=C(N/N=C/c1ccc(-c2cccc(C(F)(F)F)c2)o1)c1cccc(F)c1
-52 | 0.18 | -0.27 | O=C(NCCc1ccncc1)c1ccccc1F
x | -1 | -0.91 | Cc1ccc(SCc2ccc(C(=O)NCc3ccncc3)cc2)cc1

High-throughput results: PubChem BioAssay, several laboratories
